# Source: PubChem BioAssay
# HUVEC tox TNFa: toxic to HUVEC cells under TNF alpha stimulation | HUVEC TNFalpha-stimulated, Hoechst cell count, imaging | cell count reduction, % at 2 µM | 93,000 compounds, 0.17% hits;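 active = cell count reduction exceeding the screen mean by over 5 SD, scaled to untreated wells per plate, cut at about 78% in these data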;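 note: cells counted after 24 h of TNF alpha exposure following the 1 h pretreatment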
# Candida biofilm: kills Candida albicans biofilms | C. albicans biofilm + clotrimazole, Alamar Blue | inhibition, % at 6 µM | 85,000 compounds, 0.14% hits;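 active = inhibition above 20%; inactive = inhibition below 20%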;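 note: preformed 24 hr biofilms exposed to compound for 48 hr; 0% = biofilm without compound and 100% = blank killed by clotrimazole plus chlorhexidine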
# VCAM1 TNFa inh: reduces TNF alpha induced VCAM1 expression in HUVEC | HUVEC TNFa-induced VCAM-1 immunofluorescence, high-content imaging | 95,000 compounds, 0.48% hits | AID 802 | inhibition, % at 2 µM;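 active = inhibition above the batch mean plus 3 SD, with images confirmed as a hit by eye, cut at about 37% in these data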;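 note: 0% = TNF-stimulated DMSO wells and 100% = unstimulated control wells; not every result past the cut was called active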
# Smad3 FoxH1 inh: blocks human Smad3 binding to FoxH1 peptide; 88,000 compounds, 0.29% hits; TR-FRET Smad3/Dy647-FoxH1 peptide binding, europium anti-His; inhibition, % at 25 µM;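 active = compounds that reduce the energy-transfer binding signal between the protein and its labelled peptide by more than half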;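 note: 0% = Smad3 plus labelled peptide maximal FRET and 100% = peptide-only background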
# ERb coact inh: ER-beta (human) coactivator binding inhibition. TR-FRET ER-beta LBD / SRC1-Cy5 peptide binding; receptor agonist-loaded with 1 µM estradiol. 86,000 compounds, 1.3% hits. inhibition, % at 25.6 µM. Q92731;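 active = compounds whose percent inhibition of the receptor-coactivator binding signal exceeds about 50% in the single-dose screen, limit read from the data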;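 note: 0% = receptor plus peptide wells without compound and 100% = peptide-only wells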
# Target sequence (Q92731 whole entry, looked up, the tested form may be a part): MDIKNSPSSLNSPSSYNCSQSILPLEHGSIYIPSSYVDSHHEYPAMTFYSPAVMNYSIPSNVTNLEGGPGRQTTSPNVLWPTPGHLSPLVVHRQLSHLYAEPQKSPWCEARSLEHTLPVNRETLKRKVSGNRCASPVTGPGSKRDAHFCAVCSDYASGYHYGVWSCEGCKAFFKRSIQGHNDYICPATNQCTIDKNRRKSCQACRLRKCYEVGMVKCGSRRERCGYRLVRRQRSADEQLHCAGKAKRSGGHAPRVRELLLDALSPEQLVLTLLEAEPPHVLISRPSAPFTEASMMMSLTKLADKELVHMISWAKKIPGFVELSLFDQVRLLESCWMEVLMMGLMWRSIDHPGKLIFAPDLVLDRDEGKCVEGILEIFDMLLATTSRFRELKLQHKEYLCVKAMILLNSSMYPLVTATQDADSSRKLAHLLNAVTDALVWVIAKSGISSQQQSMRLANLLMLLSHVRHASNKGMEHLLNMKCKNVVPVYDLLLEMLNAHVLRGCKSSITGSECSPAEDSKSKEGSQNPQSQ
# sEH activator: soluble epoxide hydrolase (human) activation; P34913; AID 717; purified human sEH enzymatic activity, activator screen; 91,000 compounds, 0.04% hits; activation, % at 2 µM; in the data active = activation above about 37%; note: values of inactives mirror those of a sister screen read the other way
# Target sequence (P34913 whole entry, looked up): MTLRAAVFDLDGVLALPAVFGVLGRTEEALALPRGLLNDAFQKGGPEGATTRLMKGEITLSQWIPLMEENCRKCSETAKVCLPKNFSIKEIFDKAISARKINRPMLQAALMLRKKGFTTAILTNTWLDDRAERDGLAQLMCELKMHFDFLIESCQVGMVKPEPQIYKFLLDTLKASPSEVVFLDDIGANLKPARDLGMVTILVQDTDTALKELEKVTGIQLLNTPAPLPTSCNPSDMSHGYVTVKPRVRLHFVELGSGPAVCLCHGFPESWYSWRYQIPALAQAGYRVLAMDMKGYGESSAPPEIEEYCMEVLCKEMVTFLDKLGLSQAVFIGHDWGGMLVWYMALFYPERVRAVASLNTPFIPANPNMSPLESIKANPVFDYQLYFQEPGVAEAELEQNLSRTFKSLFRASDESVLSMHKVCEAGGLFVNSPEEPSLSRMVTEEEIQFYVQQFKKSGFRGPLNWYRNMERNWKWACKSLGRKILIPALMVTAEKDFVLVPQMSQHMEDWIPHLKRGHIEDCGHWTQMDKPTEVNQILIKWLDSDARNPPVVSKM
# HUVEC tox IL1B: HUVEC cytotoxicity counter-screen, IL-1B stimulated; cell count reduction, % at 2 µM; 94,000 compounds, 0.41% hits; HUVEC cell count loss, Hoechst imaging;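 active = cell count reduction more than 3 SD above the screen-wide mean, cut at about 70% in these data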;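 note: normalized per plate to untreated control cells as the no-loss baseline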
# sEH inhibitor: inhibitors of human soluble epoxide hydrolase; P34913; recombinant human sEH enzymatic activity assay; inhibition, % at 2 µM; 91,000 compounds, 0.34% hits; AID 707; in the data active = inhibition above about 80%; note: values of inactives mirror those of a sister screen read the other way; many of its hits are not listed in these tables
# cytoskel mod: alters cytoskeleton assembly in HUVEC cells; HUVEC TNFa F-actin phalloidin imaging, high content; inhibition, % at 2 µM; 91,000 compounds, 0.18% hits;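 active = inhibition above the batch mean plus 3 SD and confirmed as a hit by visual image inspection, cut at about 30% in these data, passing the limit was not always enough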; note: strong numbers were not always called active
# * marks the source's active call; other numbers are inactive results; · = not tested or not shown; [ ] = another dose, or the depositor's remark. This is a subset; count on the stated rates, not on these rows.
item | compound | HUVEC tox TNFa | VCAM1 TNFa inh | Candida biofilm | sEH activator | HUVEC tox IL1B | ERb coact inh | cytoskel mod | Smad3 FoxH1 inh | sEH inhibitor
1 | Cc1nn(-c2ccccc2)c2c1C(c1cccs1)C(C#N)=C(N)O2 (stereo unspecified) | 2 | 4 | 7 | -4 | 16 | -8 | -2 | -20 | 6
2 | CCOC(=O)c1[nH]c(C)c(C(=O)Nc2ccc(F)cc2)c1C | 0 | -8 | 4 | 14 | 1 | -5[fluorescence artefact?] | -9 | 4 | -16
3 | O=C(CSc1nnnn1-c1ccccc1)Nc1ccc(N2CCOCC2)c(Cl)c1 | -5 | -3 | 5 | -76 | -2 | -9 | 4 | -2 | 76
4 | CCOC(=O)CSc1nnc(Cc2ccccc2)n1CC1CCCO1 (stereo unspecified) | -8 | 10 | 4 | -1 | 14 | 3 | -33 | -14 | -1
5 | CC(=O)N1CSCC1C(=O)O (stereo unspecified) | -1 | 2 | 3 | 2 | -48 | 1 | -15 | 9[fluorescence artefact?] | -2
6 | CCOC(=O)N1CCN(C(=O)Nc2ccc3nc(C)sc3c2)CC1 | -21 | 11 | 3 | -9 | -14 | -6 | 10 | 8 | 12
7 | c1ccc(Cc2nnc3sc(C4COc5ccccc5O4)nn23)cc1 (stereo unspecified) | -3 | 10 | · | -10 | -26 | · | 6 | · | 10
8 | CC1=NN(c2ccccc2)C(=O)C1(C)C | 0 | 7 | 7 | 13 | -1 | -7 | 9 | 3 | -13
9 | CS(=O)(=O)c1ccc2c(c1)SC1=NC(=O)/C(=C/c3ccco3)C(=N)N12 | -5 | 7 | 5 | -8 | -2 | 79*[fluorescence artefact?] | -7 | 15 | 9
10 | CCCn1c(-c2ccccc2)nc2c(=O)n(C)c(=O)[nH]c21 | 7 | 28 | 5 | 3 | -2 | -10 | 1 | 2 | -2
11 | CS(=O)(=O)N(CC(O)Cn1c2ccccc2c2ccccc21)c1ccccc1 (stereo unspecified) | 8 | 24 | 8 | 9 | -10 | -6 | -16 | 12 | -7
12 | COc1ccc(CNC(=O)COC(=O)c2cnccn2)cc1 | -5 | -11 | 0 | -1 | -6 | -4 | -3 | 24[fluorescence artefact?] | 1
13 | CC(C)(C)NC(=O)C(c1ccsc1)N(CCc1ccccc1)C(=O)Cn1nnc2ccccc21 (stereo unspecified) | 0 | 4 | · | -2 | -1 | · | -8 | · | 5
14 | COC(=O)c1sc(NC(=O)C2CCCO2)c(C(=O)OC)c1C (stereo unspecified) | · | · | -3 | -6 | -56 | -7 | · | 19[fluorescence artefact?] | 10
15 | CCOC(=O)CN1CC23C=CC(O2)C(C(=O)Nc2ccc(OCC)cc2)C3C1=O (stereo unspecified) | -11 | 12 | 16 | -3 | -16 | 2 | -3 | -8 | 2
16 | CC1CCN(S(=O)(=O)c2ccc3[nH]c(=O)c(=O)[nH]c3c2)CC1 | -1 | 8 | 3 | -6 | 31 | -5 | -26 | -13 | 4
17 | COc1cc(C(=O)Oc2ccccc2/C=N/NC(=O)c2ccc(C)cc2)cc(OC)c1OC | -18 | -13 | · | 18 | 5 | · | -10 | · | -15
18 | Cc1ccccc1CSCCNC(=O)c1ccc(N(C)S(=O)(=O)c2ccccc2)cc1 | 21 | 28 | · | -37 | 28 | · | -11 | · | 36
19 | COc1cc2[nH]c(=O)n(CCCCCC(=O)N3CCN(c4ccccn4)CC3)c(=O)c2cc1OC | 9 | 2 | 11 | 7 | 9 | 20 | -19 | 5 | -8
20 | CCOc1ccccc1Nc1ncccc1C(=O)O | -4 | -7 | · | 2 | 10 | · | -2 | · | -4
21 | Cc1cc(C)c2nc(SCC(=O)Nc3ccccc3N3CCOCC3)c(C#N)cc2c1 | 8 | 12 | 6 | 4 | -40 | 33[fluorescence artefact?] | -42 | 7[fluorescence artefact?] | 0
22 | COc1ccc2oc(=O)c(C(=O)N3CCN(c4ccccc4F)CC3)cc2c1 | -16 | 8 | 7 | -11 | -26 | 0 | 4 | -1 | 11
23 | CCN(CC)C(=O)CSc1nnc([C@@H](NC(=O)OC(C)(C)C)C(C)C)o1 | -11 | 14 | 4 | -8 | 2 | -6[fluorescence artefact?] | 1 | 11 | 8
24 | Cc1ccccc1OCC(O)Cn1nnc2ccccc21 (stereo unspecified) | -32 | -18 | 7 | -6 | -46 | -11[fluorescence artefact?] | 6 | 1 | 6
25 | Cc1[nH]nc2c1C(c1ccc3c(c1)OCO3)C(C#N)=C(N)O2 (stereo unspecified) | 24 | 8 | 5 | 0 | 11 | -4 | -18 | -5 | -1
26 | O=C(Nc1ccc(N2CCCCC2)cc1)c1ccc2c(c1)OCCO2 | -27 | 7 | -2 | -20 | -12 | -1 | -3 | 6 | 18
27 | O=[N+]([O-])c1cc2c(cc1C=Nc1ccccc1)OCO2 | 1 | 0 | · | -4 | -13 | · | -12 | · | 2
28 | O=C(NC1CCCC1)c1ccc(CNc2c(N3CCOCC3)c(=O)c2=O)cc1 | -24 | 12 | · | · | 7 | · | 4 | · | ·
29 | O=C(NC1CCCC1)C(c1ccc(N2CCOCC2)cc1)N(Cc1ccccc1)C(=O)c1ccco1 (stereo unspecified) | 3 | -14 | 3 | 20 | 4 | -9 | 26 | 5 | -18
30 | CCn1c(SCC(=O)N2CCN(S(=O)(=O)c3ccccc3)CC2)nnc1-c1cccs1 | -60 | -32 | · | 0 | -14 | · | 2 | · | 0

# Single entries from above.
# cytoskel mod result of CC1=NN(c2ccccc2)C(=O)C1(C)C → 9
# sEH inhibitor result of COc1cc(C(=O)Oc2ccccc2/C=N/NC(=O)c2ccc(C)cc2)cc(OC)c1OC → -15

# From compound 26 up to 29, as listed above:
item | compound | HUVEC tox TNFa | VCAM1 TNFa inh | Candida biofilm | sEH activator | HUVEC tox IL1B | ERb coact inh | cytoskel mod | Smad3 FoxH1 inh | sEH inhibitor
26 | O=C(Nc1ccc(N2CCCCC2)cc1)c1ccc2c(c1)OCCO2 | -27 | 7 | -2 | -20 | -12 | -1 | -3 | 6 | 18
27 | O=[N+]([O-])c1cc2c(cc1C=Nc1ccccc1)OCO2 | 1 | 0 | · | -4 | -13 | · | -12 | · | 2
28 | O=C(NC1CCCC1)c1ccc(CNc2c(N3CCOCC3)c(=O)c2=O)cc1 | -24 | 12 | · | · | 7 | · | 4 | · | ·
29 | O=C(NC1CCCC1)C(c1ccc(N2CCOCC2)cc1)N(Cc1ccccc1)C(=O)c1ccco1 (stereo unspecified) | 3 | -14 | 3 | 20 | 4 | -9 | 26 | 5 | -18

# The results go on.
item | compound | HUVEC tox TNFa | VCAM1 TNFa inh | Candida biofilm | sEH activator | HUVEC tox IL1B | ERb coact inh | cytoskel mod | Smad3 FoxH1 inh | sEH inhibitor
31 | CCc1ccc(C2=NN(C(=O)OC)C(O)(C(F)(F)F)C2)cc1 (stereo unspecified) | -5 | 2 | · | 12 | -3 | · | 30 | · | -8
32 | O=C(NC(=S)N(CCCCO)C1CCCCC1)c1sc2ccccc2c1Cl | -13 | 15 | · | 6 | 14 | · | 15 | · | -3
33 | COc1ccc(OC)c(NC(=S)N2CCN(c3ccccn3)CC2)c1 | -24 | 10 | · | -12 | -45 | · | -3 | · | 14
34 | Cc1ccc(C(=O)Cn2nnc3c(sc4nc5c(c(-c6ccccc6)c43)CCC5)c2=O)cc1 | -16 | 13 | · | -45 | · | · | -14 | · | 45
35 | CCC(CC)c1nnc(NC(=O)c2c(-c3ccccc3)noc2C)s1 | 4 | -3 | 9 | 14 | -20 | -4 | -1 | -5 | -11
36 | Cc1ccc(-c2cc(C(=O)NCc3ccc4c(c3)OCO4)no2)cc1 | 1 | 15 | 4 | 1 | -15 | -21[fluorescence artefact?] | 1 | 2 | 2
37 | O=S(=O)(c1ccccc1)c1cnn2c(C(F)(F)F)cc(-c3ccccc3)nc12 | -1 | 0 | · | 14 | 11 | · | 6 | · | -11
38 | Cc1[nH]c2ccccc2c1C(=O)COC(=O)C1CC(=O)N(Cc2ccccc2)C1 (stereo unspecified) | -15 | -10 | 3 | -13 | -6 | -3 | 5 | -8 | 13
39 | CCC1CCCCN1C1Sc2ccc(C(=O)OC)cc2NC1=O (stereo unspecified) | -19 | -3 | · | 4 | 16 | · | 19 | · | -6
40 | COC(=O)C(Nc1nccs1)(OC)C(F)(F)F (stereo unspecified) | 0 | -6 | 1 | 0 | 9 | -5 | -10 | 0 | 2
41 | COc1ccc(NC(=O)CSc2nnc(C3CCCCC3)o2)c(OC)c1 | -5 | -21 | 2 | 7 | 26 | -12 | 14 | -3 | -6
42 | O=C(NC1CC2CCCC(C1)N2C1CC1)NC12CC3CC(CC(C3)C1)C2 (stereo unspecified) | -27 | 6 | 3 | -99 | 2 | 4[fluorescence artefact?] | -5 | -4 | 99*
43 | CCOC(=O)N1CCN(C(=O)CSCc2nc(-c3ccccc3C)oc2C)CC1 | -13 | -13 | 0 | 9 | 3 | -5 | -12 | 3 | -8
44 | COC(=O)[C@H](CCSC)NC(=O)Nc1cc(C)ccc1C | -5 | -13 | -2 | 4 | -8 | -2 | -17 | 1 | 0
45 | Cn1c(=O)c2c(nc(CN3CCN(C(c4ccccc4)c4ccccc4)CC3)n2CC(N)=O)n(C)c1=O | 7 | 2 | -4 | 17 | 6 | -5 | -16 | -12 | -20
46 | CC(=O)c1cc(F)c(N2CCN(C(=O)C(C)(C)C)CC2)cc1C | -9 | 14 | -3 | -26 | -3 | 1[fluorescence artefact?] | 11 | 7 | 26
47 | O=c1sc2ccccc2n1COc1ccc(Cl)cc1 | 12 | -13 | 5 | -1 | -6 | -6[fluorescence artefact?] | · | 11 | 1
48 | Cc1ccc(C(=O)COC(=O)CCC(=O)Nc2cc(Cl)ccc2Cl)cc1[N+](=O)[O-] | 4 | 20 | · | 18 | 0 | · | -11 | · | -14
49 | COCCCNC(=O)c1cccs1 | 11 | 2 | 7 | 4 | 2 | -7 | 12 | -1 | -1
50 | Cn1nc(C(F)(F)F)c2cc(C(=O)Nc3ccc(F)cc3F)sc21 | -9 | -7 | · | -10 | -7 | · | -12 | · | 9
51 | CC(C)C(=O)N1CCN(c2ccc(NC(=O)c3ccc4c(c3)OCCO4)cc2Cl)CC1 | -31 | -4 | -4 | -17 | -7 | 4 | · | 3 | 16

# Compound profiles (already shown). Values in the order: HUVEC tox TNFa	VCAM1 TNFa inh	Candida biofilm	sEH activator	HUVEC tox IL1B	ERb coact inh	cytoskel mod	Smad3 FoxH1 inh	sEH inhibitor
# `COC(=O)[C@H](CCSC)NC(=O)Nc1cc(C)ccc1C` is entered as -5	-13	-2	4	-8	-2	-17	1	0
# `Cc1[nH]c2ccccc2c1C(=O)COC(=O)C1CC(=O)N(Cc2ccccc2)C1` (stereo unspecified) is entered as -15	-10	3	-13	-6	-3	5	-8	13
# `O=S(=O)(c1ccccc1)c1cnn2c(C(F)(F)F)cc(-c3ccccc3)nc12` is entered as -1	0	·	14	11	·	6	·	-11
# `CCc1ccc(C2=NN(C(=O)OC)C(O)(C(F)(F)F)C2)cc1` (stereo unspecified) is entered as -5	2	·	12	-3	·	30	·	-8

# Some entries already given, limited to ERb coact inh.
no. | compound | ERb coact inh
43 | CCOC(=O)N1CCN(C(=O)CSCc2nc(-c3ccccc3C)oc2C)CC1 | -5
44 | COC(=O)[C@H](CCSC)NC(=O)Nc1cc(C)ccc1C | -2
45 | Cn1c(=O)c2c(nc(CN3CCN(C(c4ccccc4)c4ccccc4)CC3)n2CC(N)=O)n(C)c1=O | -5
46 | CC(=O)c1cc(F)c(N2CCN(C(=O)C(C)(C)C)CC2)cc1C | 1[fluorescence artefact?]
